MT1-MMP act inh – blockers of MT1-MMP proenzyme processing, primary screen, HT1080 RFP-PRO-GFP cells, GFP/RFP fluorescence; GFP/RFP ratio fluorescence, overnight; percent of plate control window, DMSO zero; GFP/RFP ratio change, % at 20 µM; 360,000 compounds, 0.061% hits; AID 651647, 2012;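 active = GFP/RFP ratio change of at least 30% with cell ATP level not reduced by more than half and red fluorescence within 50% of control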; also: strong numbers were not always called active
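system = RFP-PRO-GFP reporter HT1080 cells | dosing = 20 µM single dose, 1% DMSO | timing = overnight cell settling, then overnight compound exposure, 37 °C, 5% CO2 | read-out basis = GFP/RFP fluorescence ratio | controls = DMSO and RFP-L50D-GFP cell wells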
SKN-1 inh – suppressors of acrylamide-induced Pgst-4::GFP reporter in worms, primary screen, SKN-1 inhibitor project, whole organism, uHTS, GFP/RFP fluorescence ratio, strain VP596. C. elegans VP596 Pgst-4::GFP/RFP ratio, 24 h. AID 624304, 2012. inhibition, % at 21.8 µM. 360,000 compounds, 0.49% hits;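 active = interference check ratio from 0.5 to 1.5 plus GFP to RFP signal ratio inhibition reaching or exceeding a fixed threshold, cut at about 30% in these data, passing the limit was not always enough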; also: some compounds called inactive have numbers as strong as hits
eLon inh – inhibitors of E. coli Lon protease, primary screen, biochemical, fluorescence polarization; P0A9M0; inhibition, % at 7.94 µM; purified E. coli Lon protease; 360,000 compounds, 0.42% hits; AID 602123, 2011; in the data active = inhibition above about 13%, passing the limit was not always enough;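 also: 0% = enzyme with probe and DMSO and 100% = no enzyme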
CendR NRP1 mod – modulators of CendR peptide binding to NRP-1, primary screen, biochemical, fluorescence polarization, uHTS; FAM-RPARPAR peptide binding to NRP-1; Neuropilin-1 (Homo sapiens), O14786; 360,000 compounds, 0.85% hits; inhibition, % at 25 µM; AID 602438, 2012;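 active = inhibition or corrected inhibition above about 18%, plus a signal ratio from 0.5 to 1.5, limit read from the data, passing the limit was not always enough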; also: strong numbers were not always called active
Target sequence (O14786 whole entry, looked up): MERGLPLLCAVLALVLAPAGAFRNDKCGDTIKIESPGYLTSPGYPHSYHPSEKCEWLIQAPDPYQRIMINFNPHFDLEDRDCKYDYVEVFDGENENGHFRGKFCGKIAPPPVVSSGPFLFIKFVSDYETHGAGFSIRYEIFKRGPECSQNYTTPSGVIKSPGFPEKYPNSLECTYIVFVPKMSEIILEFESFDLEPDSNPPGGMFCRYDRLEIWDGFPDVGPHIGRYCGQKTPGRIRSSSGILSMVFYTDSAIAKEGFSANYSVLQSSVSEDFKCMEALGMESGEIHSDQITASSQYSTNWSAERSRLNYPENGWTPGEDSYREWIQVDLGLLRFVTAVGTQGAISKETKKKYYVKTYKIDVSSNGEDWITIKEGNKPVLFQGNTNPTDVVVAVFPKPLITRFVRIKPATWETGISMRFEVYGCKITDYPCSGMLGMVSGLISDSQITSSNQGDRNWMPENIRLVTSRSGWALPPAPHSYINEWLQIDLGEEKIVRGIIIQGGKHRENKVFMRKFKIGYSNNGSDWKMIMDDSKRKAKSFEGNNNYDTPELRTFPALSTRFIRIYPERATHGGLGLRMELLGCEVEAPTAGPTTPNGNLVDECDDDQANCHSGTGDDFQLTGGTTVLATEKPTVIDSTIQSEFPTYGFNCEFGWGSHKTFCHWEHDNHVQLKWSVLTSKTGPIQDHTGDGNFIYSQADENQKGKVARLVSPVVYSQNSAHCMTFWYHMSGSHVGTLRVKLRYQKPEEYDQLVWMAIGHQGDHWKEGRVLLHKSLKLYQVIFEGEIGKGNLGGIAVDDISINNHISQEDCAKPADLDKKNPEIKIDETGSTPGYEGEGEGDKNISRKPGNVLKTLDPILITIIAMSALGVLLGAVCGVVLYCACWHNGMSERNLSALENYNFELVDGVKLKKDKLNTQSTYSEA
FAS TE block – FAS thioesterase domain inhibitors, primary screen, biochemical, fluorescence intensity, uHTS | Fatty acid synthase (Homo sapiens), P49327 | inhibition, % at 15 µM | recombinant FAS-TE, OMFH fluorogenic substrate, fluorescence endpoint | 360,000 compounds, 0.67% hits;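 active = compounds whose normalised, plate-corrected inhibition of enzyme fluorescence in the single-dose primary screen is 50% or more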;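 also: 0% = DMSO with enzyme and 100% = substrate without enzyme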
MsrA act – bovine MsrA enzyme activators, primary screen, biochemical, absorbance, HTS | Methionine sulfoxide reductase A (Bos taurus) | purified bovine MsrA, absorbance read-out | activation, % at 10.6 µM | 360,000 compounds, 0.3% hits | AID 602163, 2012; in the data active = activation above about 7.5%;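 also: 0% = vehicle and 100% = reference activator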
Neddyl block – inhibitors of cullin neddylation, primary screen, biochemical, TR-FRET, uHTS, NAE and Ubc12. AID 651699, 2012. calls only at 25 µM. 360,000 compounds, 0.58% hits; in the data active = inhibition above about 36%
MsrA inh – bovine MsrA enzyme inhibitors, primary screen, biochemical, absorbance, HTS | Methionine sulfoxide reductase A (Bos taurus) | purified bovine MsrA, absorbance read-out | inhibition, % at 15.5 µM | 360,000 compounds, 0.75% hits | AID 651718, 2012; in the data active = inhibition above about 4.5%;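 also: 0% = vehicle wells with enzyme and 100% = reference inhibitor wells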
Rin1 Abl inh – inhibitors of Rin1-Abl protein binding, primary screen, biochemical, TR-FRET; Tyrosine-protein kinase ABL1 (Homo sapiens) + Ras and Rab interactor 1 (Homo sapiens), …; 360,000 compounds, 0.4% hits; inhibition, % at 7.35 µM; in the data active = inhibition above about 5%, passing the limit was not always enough
An asterisk follows results filed as active; i = inactive; . = no result given; + = active, no number. This is a random part of the collection. About 4.2% of those tested had a hit in this group.

The first eleven records, to show the layout:
SMILES	MT1-MMP act inh	SKN-1 inh	eLon inh	CendR NRP1 mod	FAS TE block	MsrA act	Neddyl block	MsrA inh	Rin1 Abl inh
CCOc1ccc(S(=O)(=O)N2CCN(C(=O)CCC(=O)N3CCOCC3)CC2)cc1	-0.4	12.5	0.3	-12.2	0.4	-2.5	i	-0.5	11.2*
O=C(NC(Cc1ccccc1)C(=O)O)c1ccc(S(=O)(=O)N2CCOCC2)cc1 (configuration not stated)	-2.9	-3.0	-3.3	-6.6	-6.9	0.7	i	-1.1	-0.3
COc1cc(CNCc2cccs2)ccc1OCc1cccs1	3.8	-3.7	-3.0	-4.3	-2.7	-6.6	i	0.1	3.8
Cc1cccc(NC(=O)N[C@@H](C)C(=O)O)c1	-0.5	-4.4	5.1	4.6	-5.1	0.4	i	-0.5	-3.6
CC(C)(C)CC(=O)NC(=S)NCc1ccccc1	0.2	11.9	-16.9	-0.1	4.5	1.3	i	1.5	2.1
CC1=C(C(=O)OC(C)C)C(c2cccc(F)c2)N2C(=O)C(C)SC2=N1 (configuration not stated)	-27.3	4.0	-5.2	-5.1	-1.7	9.8*	i	1.1	2.5
NS(=O)(=O)c1ccc(NC(=O)CCCC(=O)O)cc1	2.0	5.0	2.4	2.2	-3.4	-1.8	i	-0.2	4.3
Cc1c(Br)c([N+](=O)[O-])nn1CC(=O)NCCc1ccc(Cl)cc1	6.2	-8.4	5.2	-9.1	43.3	-4.6	i	-1.2	-7.0
Cc1cc(S(=O)(=O)Nc2c(NC3CCCCC3)c3ccccc3oc2=O)ccc1F	-1.0	3.7	2.4	-8.9	7.9	0.7	i	0.3	1.3
COC(=O)c1ccccc1NC(=O)CSc1nnc(-c2cccnc2)n1C	-4.3	-2.9	7.2	0.1	-6.6	-2.4	i	0.6	1.4
O=C(NCCCN1CCCC1=O)c1cccc(S(=O)(=O)N2CCN(c3ccccc3)CC2)c1	-0.2	-0.8	2.6	15.9	-3.2	-3.3	i	-0.9	-0.8

The listing, previewed entries included:
SMILES	MT1-MMP act inh	SKN-1 inh	eLon inh	CendR NRP1 mod	FAS TE block	MsrA act	Neddyl block	MsrA inh	Rin1 Abl inh
CCOc1ccc(S(=O)(=O)N2CCN(C(=O)CCC(=O)N3CCOCC3)CC2)cc1	-0.4	12.5	0.3	-12.2	0.4	-2.5	i	-0.5	11.2*
O=C(NC(Cc1ccccc1)C(=O)O)c1ccc(S(=O)(=O)N2CCOCC2)cc1 (configuration not stated)	-2.9	-3.0	-3.3	-6.6	-6.9	0.7	i	-1.1	-0.3
COc1cc(CNCc2cccs2)ccc1OCc1cccs1	3.8	-3.7	-3.0	-4.3	-2.7	-6.6	i	0.1	3.8
Cc1cccc(NC(=O)N[C@@H](C)C(=O)O)c1	-0.5	-4.4	5.1	4.6	-5.1	0.4	i	-0.5	-3.6
CC(C)(C)CC(=O)NC(=S)NCc1ccccc1	0.2	11.9	-16.9	-0.1	4.5	1.3	i	1.5	2.1
CC1=C(C(=O)OC(C)C)C(c2cccc(F)c2)N2C(=O)C(C)SC2=N1 (configuration not stated)	-27.3	4.0	-5.2	-5.1	-1.7	9.8*	i	1.1	2.5
NS(=O)(=O)c1ccc(NC(=O)CCCC(=O)O)cc1	2.0	5.0	2.4	2.2	-3.4	-1.8	i	-0.2	4.3
Cc1c(Br)c([N+](=O)[O-])nn1CC(=O)NCCc1ccc(Cl)cc1	6.2	-8.4	5.2	-9.1	43.3	-4.6	i	-1.2	-7.0
Cc1cc(S(=O)(=O)Nc2c(NC3CCCCC3)c3ccccc3oc2=O)ccc1F	-1.0	3.7	2.4	-8.9	7.9	0.7	i	0.3	1.3
COC(=O)c1ccccc1NC(=O)CSc1nnc(-c2cccnc2)n1C	-4.3	-2.9	7.2	0.1	-6.6	-2.4	i	0.6	1.4

Single entries from above.
Value of `COC(=O)c1ccccc1NC(=O)CSc1nnc(-c2cccnc2)n1C` in MsrA act: -2.4
Value of `Cc1cc(S(=O)(=O)Nc2c(NC3CCCCC3)c3ccccc3oc2=O)ccc1F` in Rin1 Abl inh: 1.3

The list goes on:
SMILES	MT1-MMP act inh	SKN-1 inh	eLon inh	CendR NRP1 mod	FAS TE block	MsrA act	Neddyl block	MsrA inh	Rin1 Abl inh
O=C(NCCCN1CCCC1=O)c1cccc(S(=O)(=O)N2CCN(c3ccccc3)CC2)c1	-0.2	-0.8	2.6	15.9	-3.2	-3.3	i	-0.9	-0.8
Cc1cc(/N=C/C=C2\N(C)c3ccccc3C2(C)C)n(CCC#N)n1	9.4	4.1	-4.2	0.2	-2.1	-2.8	i	5.4*	3.1
CCN1CCN(CCn2c(=S)[nH]c3cc4c(cc3c2=O)OCO4)CC1	4.4	9.1	-6.2	-1.7	-7.1	-2.6	i	1.5	0.7
O=C(CSc1nc2cc(Cl)ccc2s1)c1ccco1	-4.2	12.0	-9.7	-5.0	23.4	3.5	i	0.6	0.9
O=C(Nc1cccc(Cl)c1)OCCN1CCN(Cc2ccccc2)CCC1=O	2.8	6.2	-4.7	21.1	3.5	-2.2	i	0.7	1.3
COC(=O)c1ccc(CNC(=O)C2CCC(=O)N(CCCc3ccccc3)C2)cc1 (configuration not stated)	0.4	-5.7	3.5	-8.2	-4.8	-5.6	i	-0.1	-0.5
CNc1nc(N)c(C(=O)Nc2cc(C)on2)s1	-1.8	9.7	-1.4	-13.2	-6.3	-3.4	i	3.0	1.1
CC(=O)c1cccc(NC(=O)Cn2cnc(S(=O)(=O)N3CCC(C)CC3)c2)c1	7.2	11.3	12.9	-8.6	-6.0	-2.3	i	.	-1.2
CCN(CC)c1ccc(/C=N/n2nnnc2N)c(O)c1	1.0	-1.5	-6.2	-28.8	-8.8	-7.8	+	3.7	-1.9
CC(C)(C)c1nnc2sc(SC/C(O)=C(\C#N)c3nc4ccccc4[nH]3)nn2c1=O	-5.6	2.4	-0.1	-37.1	-20.0	-0.9	i	-1.0	-2.8
COc1ccc2[nH]cc(C=O)c2c1	0.9	7.1	1.6	5.6	-8.3	-1.9	i	1.3	1.0
COc1cc2ccc(C=O)cc2cc1OC	5.5	-2.6	-3.3	-7.8	-4.8	1.5	i	1.3	-1.4
Cc1ccc2nc(SCC(=O)NCc3ccc(F)cc3)nc(=O)n2c1	-1.6	12.2	-6.2	8.0	-6.0	-2.4	i	4.2	0.0
Cc1c(CCC(=O)N[C@@H](C)C(=O)O)c(=O)oc2c(C)c3oc4c(c3cc12)CCCC4	0.5	2.4	0.1	5.5	-4.8	-5.3	.	0.7	-1.5
COCC(=O)Nc1nc2ccc(S(C)(=O)=O)cc2s1	-0.4	-8.9	4.2	3.6	-6.8	-3.7	i	-0.3	0.7
CC1CC(C)CN(Cc2nc(N)nc(Nc3ccccc3)n2)C1 (configuration not stated)	1.1	0.5	-0.5	2.8	-4.6	1.8	i	-0.5	-1.4
O=c1c2ccccc2sc2ccccc12	-8.3	43.4*	-1.0	4.0	-1.1	-5.0	i	-0.3	-0.6
O=C(Nc1cccc2c1CCCC2)c1cc(C2CCCCN2C(=O)c2cccs2)on1 (configuration not stated)	-6.6	16.7	-1.9	-12.0	24.2	-0.6	i	0.0	-2.6
CC(=O)C1=C(C)N(Cc2ccco2)C(=O)C1(NC(=O)C1CCCCC1)C(F)(F)F (configuration not stated)	-0.3	-3.9	-7.2	-3.0	-3.1	-9.2	i	0.9	0.5
O=C(NCC[C@@H]1C[C@@H]2C=C[C@H]1C2)c1cc(COc2ccc(F)cc2F)on1	2.5	-2.9	9.8	6.6	25.0	-0.4	i	-0.7	1.8
COc1ccc(OC)c(Nc2nc(N)c([N+](=O)[O-])c(N3CCOCC3)n2)c1	-3.5	-8.8	-8.2	-0.9	5.3	-5.3	i	2.9	-1.6
O=C(OCCC1Oc2cccnc2NC1=O)c1ccc(F)cc1 (configuration not stated)	1.3	-6.1	3.8	-1.0	-6.7	-8.6	i	-0.3	-6.8
Cc1cccc(C)c1N=Nc1c(C)cc(O)cc1C	10.2	31.4	10.3	15.0	41.5	-6.3	i	-0.5	-0.8
CCOC(=O)/C(=C/C=C1\Sc2cc(OCC)c(OCC)cc2N1CC)C(C)=O	-93.9	-7.9	i	133.1	-164.1	-3.1	i	2.1	-13.8
CN(C)c1cccc2c1c(NC(=O)c1ccc(F)cc1)nn2C	2.5	0.3	-10.2	1.3	-3.6	-1.9	i	-0.1	-2.5
Cc1ccc2nc(SC(C(=O)Nc3ccc(F)cc3)c3ccccc3)[nH]c2c1 (configuration not stated)	-4.1	26.7	2.9	-4.3	7.5	-2.1	i	1.3	-1.1
COc1cc(CC(=O)OCC(=O)NC2CC2)cc(OC)c1OC	1.0	-0.3	5.0	4.2	-4.2	-0.9	i	0.2	-1.3
O=C(/C(=N\Nc1ccc(Br)cc1)Sc1nnnn1-c1ccccc1)c1ccccc1	5.3	20.5	-0.2	1.5	9.9	-1.9	i	0.3	-0.1
O=c1[nH][nH]c2c1C(c1cccc(C(F)(F)F)c1)OC(CCc1ccccc1)C2 (configuration not stated)	3.6	-8.2	-1.8	-3.7	-53.7	-1.1	i	-1.0	.
COc1cc(/C=N/Nc2cc(C)nc(NS(=O)(=O)c3ccccc3)n2)ccc1O	8.3	-8.1	-12.0	-6.3	-3.3	-6.6	i	7.4*	-3.8
COc1cccc(CCNC(=O)C2CCCN(c3ncnc4c3nc3n4CCCCC3)C2)c1OC (configuration not stated)	-1.4	-10.1	-9.6	7.3	1.1	-3.8	i	1.1	4.8
COc1ccc2c(=O)cc(-c3cccnc3)oc2c1OC	4.0	-2.6	5.7	-0.6	1.6	-2.1	i	2.7	-3.7
Cc1cccc(C(=O)N/N=C/c2ccc3c(c2)OCO3)n1	6.8	-0.9	3.9	9.1	-4.9	-2.4	i	3.1	-5.8
CCC1(CC)NC(=O)N(CC(=O)OCC(=O)Nc2ccc(OC(F)(F)F)cc2)C1=O	0.4	-10.5	-10.0	-3.9	-2.3	-1.2	i	-0.9	0.8
O=C(c1ccccc1)c1ccc(N2CCN(C(=O)c3cccc(F)c3F)CC2)c(F)c1	8.2	9.5	-3.9	13.4	21.3	-1.4	i	1.6	-2.2
COc1ccccc1-n1c(SCC(=O)Nc2cc(C)on2)nc2c([nH]c3ccccc32)c1=O	-2.0	12.9	0.6	8.4	13.0	-1.3	i	1.3	-1.0
Oc1c(Cl)cc(Cl)c2cccnc12	3.6	19.0	3.0	0.5	3.6	-0.5	i	-1.0	5.7
Cc1ccc(NC2=NCC(=O)N2Cc2ccc3c(c2)OCO3)cc1	5.6	-8.8	-5.1	6.7	-2.5	-2.0	i	-1.2	-0.1
CC(C)C(=O)Nc1ccc(C(=O)N/N=C/C2CC3C=CC2C3)cc1 (configuration not stated)	2.6	7.8	-4.0	7.2	-11.2	-10.0	i	-0.1	-4.3
